Source: PubChem BioAssay
mcGAS lum – mouse cGAS inhibition by luminescence; recombinant cGAS, Kinase-Glo ATP depletion luminescence; inhibition, % at 12.5 µM; 160,000 tested, 0.15% active; AID 1259399;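 further: 0% = negative control wells and 100% = reference inhibitor with no enzyme activity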
NPYLR7 agonist – activates Aedes aegypti NPYLR7 receptor; 270,000 tested, 0.15% active; HEK293T NPYLR7/Galpha15, GCaMP6s calcium fluorescence; activation, % at 10 µM; in the data active means activation above about 40%;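 further: 0% = vehicle and 100% = reference agonist at the receptor; some compounds past the cut are filed as inactive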
hcGAS inh – human cGAS inhibition | Q8N884 | recombinant h-cGAS, ATP depletion, Kinase-Glo luminescence | inhibition, % at 12.5 µM | 290,000 tested, 0.081% active | AID 1259398;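 further: 0% = vehicle reaction and 100% = reaction without DNA for no activity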
Target sequence (Q8N884 whole entry, looked up): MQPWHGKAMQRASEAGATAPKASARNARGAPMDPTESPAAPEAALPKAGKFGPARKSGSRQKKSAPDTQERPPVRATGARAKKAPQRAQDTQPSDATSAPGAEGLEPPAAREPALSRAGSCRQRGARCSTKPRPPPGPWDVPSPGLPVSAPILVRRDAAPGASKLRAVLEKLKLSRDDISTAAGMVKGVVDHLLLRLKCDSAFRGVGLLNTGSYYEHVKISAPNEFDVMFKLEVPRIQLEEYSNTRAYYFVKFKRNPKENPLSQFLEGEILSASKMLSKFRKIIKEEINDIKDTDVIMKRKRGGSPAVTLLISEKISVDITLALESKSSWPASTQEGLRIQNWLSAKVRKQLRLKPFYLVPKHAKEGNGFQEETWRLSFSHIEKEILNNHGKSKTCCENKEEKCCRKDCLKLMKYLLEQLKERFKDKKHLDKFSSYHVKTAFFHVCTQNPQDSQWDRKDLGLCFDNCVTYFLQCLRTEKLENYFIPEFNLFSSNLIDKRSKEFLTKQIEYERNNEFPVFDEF
An asterisk follows results filed as active; . = no result given; & = joins results of further samples. Unless noted, no stated cut-off is given here; in the data, active means inhibition above about 40%; inactive means the rest.

SMILES | mcGAS lum | NPYLR7 agonist | hcGAS inh
O=C(CN1CCCC1=O)Nc1cccc(-c2nnc3n2CCCCC3)c1 | -2 | -2 | 0
Cc1nc2ncnn2c(N2CCCC(N3CCCCCC3)C2)c1C (stereo not given) | . | 2 | -4
CCOC(=O)[C@@H]1CN(C(=O)CCc2ccccc2)[C@H]2c3ccccc3O[C@@H]12 | -6 | 3 | -9
Cc1ccc2ncccc2c1CN1CCCC(N(C)C)CC1 (stereo not given) | -9 | 2 | -7
Cc1cc(-n2cnc3ccccc32)ccn1 | . | 4 | 0
CCOc1ccccc1CN(CC)C(=O)c1ccc(S(C)(=O)=O)cc1 | . | 2 | -4
C#CCN(CC=C)Cc1nc(-c2cccc(C)c2)oc1C | -9 | 4 | -9
COc1ccccc1NC(=O)C1(c2ccc3c(c2)OCCO3)CCCC1 | . | 5 | -17
CCOC1=NN(c2ccc([N+](=O)[O-])cc2)C(=O)/C1=C\c1ccc(OC)cc1 | -9 | 2 | -8
CC(C)N(CCC(N)=O)Cc1ncc[nH]1 | . | 8 | -8
COc1cc(-c2c[nH]c3ccc(C)cc23)nc(N)n1 | . | 15 | -7
COc1ccc(OC)c(C(O)CN2CCN(C3CCCCC3)CC2)c1 (stereo not given) | . | -8 | 8
CN(Cc1ccco1)C(=O)CNC(=O)c1ccc2ccccc2c1 | 3 | -3 | -1
CCOC(=O)Nc1cccc(C(=O)N(C)C2CCCCC2)c1 | -5 | 6 | 3
COc1ccc(-c2nnc(SCC(=O)N/N=C\c3ccccc3OCC(=O)O)n2-c2ccccc2)cc1OC | . | -7 | -6
COCCNC(=O)c1nn(-c2ccc(F)cc2)c(=O)n(Cc2cccc(C)c2)c1=O | -6 | 12 | -8
O=C(O)C1CSC(C2CC=CCC2)N1 (stereo not given) | . | 9 | 1
O=S(=O)(Nc1ccccc1Br)c1ccccc1Br | . | 1 | -2
O=C(O)c1ccc(CSc2nc(-c3ccccc3)cc(N3CCCC3)n2)cc1 | -4 | 13 | -1
CC(C)c1nc(CNC(=O)/C=C/c2ccc(C(N)=O)cc2)cs1 | 5 | -3 | 6
CC(=O)Nc1cc(-c2nc3cc(Cl)ccc3o2)ccc1Cl | -5 | -2 | -9
CC(C)(C)n1nc2nc(N3CCN(c4ccccn4)CC3)nc(-c3ccccc3)c2c1N | -3 | . | 1
COC1CCCN(c2ccc(-c3nc(C4CC4)no3)cn2)C1 (stereo not given) | . | 3 | -3
O=C(NC1CCCN(c2ccc(C(F)(F)F)cn2)C1)c1cnc2ccccn2c1=O (stereo not given) | -11 | -2 | -13
CN(CC1CCOC1)c1nc2ccccc2c(=O)[nH]1 (stereo not given) | . | 11 | -7
CN1C[C@@H](N)C[C@H]1C(=O)N1CCOc2c(O)cc(-c3cccnc3)cc2C1 | . | 3 | -4
Cc1ccc(OCCC(=O)OCC(=O)N2CCCC2)cc1 | . | 13 | -11
O=C(c1cnc(-c2ccccc2F)s1)N1CCN(CCO)CC1 | . | 9 | -4
FC(F)Oc1ccc(C2=NNC(=NC3CC3)SC2)cc1 | . | 6 | -52
Cc1cc(NC(=O)c2ccc(S(=O)(=O)N3CCc4ccccc4C3)cc2)no1 | . | 5 | -5
O=S(=O)(CCC1CCCO1)NC1CC1c1cccc(Cl)c1 (stereo not given) | . | 0 | -5
COc1ccccc1-c1nc2cccc(C)n2c1NCc1ccccc1 | -5&-4 | 0&0 | -5&-3
CSc1ccccc1C(=O)Nc1c2c(nn1C)CCC2 | . | 13 | -10
CN1CCN(C(CNS(=O)(=O)Cc2ccccc2)c2ccsc2)CC1 (stereo not given) | 0 | -7 | 1
COCCNC(=O)NC(=O)CSc1nnc(C(F)(F)F)n1C | . | -1 | -1
CCCc1nc2ccccc2n1C(C)C | . | -2 | -5

For reference, 19 of the compounds above.
SMILES | mcGAS lum | NPYLR7 agonist | hcGAS inh
O=S(=O)(Nc1ccccc1Br)c1ccccc1Br | . | 1 | -2
O=C(O)c1ccc(CSc2nc(-c3ccccc3)cc(N3CCCC3)n2)cc1 | -4 | 13 | -1
CC(C)c1nc(CNC(=O)/C=C/c2ccc(C(N)=O)cc2)cs1 | 5 | -3 | 6
CC(=O)Nc1cc(-c2nc3cc(Cl)ccc3o2)ccc1Cl | -5 | -2 | -9
CC(C)(C)n1nc2nc(N3CCN(c4ccccn4)CC3)nc(-c3ccccc3)c2c1N | -3 | . | 1
COC1CCCN(c2ccc(-c3nc(C4CC4)no3)cn2)C1 (stereo not given) | . | 3 | -3
O=C(NC1CCCN(c2ccc(C(F)(F)F)cn2)C1)c1cnc2ccccn2c1=O (stereo not given) | -11 | -2 | -13
CN(CC1CCOC1)c1nc2ccccc2c(=O)[nH]1 (stereo not given) | . | 11 | -7
CN1C[C@@H](N)C[C@H]1C(=O)N1CCOc2c(O)cc(-c3cccnc3)cc2C1 | . | 3 | -4
Cc1ccc(OCCC(=O)OCC(=O)N2CCCC2)cc1 | . | 13 | -11
O=C(c1cnc(-c2ccccc2F)s1)N1CCN(CCO)CC1 | . | 9 | -4
FC(F)Oc1ccc(C2=NNC(=NC3CC3)SC2)cc1 | . | 6 | -52
Cc1cc(NC(=O)c2ccc(S(=O)(=O)N3CCc4ccccc4C3)cc2)no1 | . | 5 | -5
O=S(=O)(CCC1CCCO1)NC1CC1c1cccc(Cl)c1 (stereo not given) | . | 0 | -5
COc1ccccc1-c1nc2cccc(C)n2c1NCc1ccccc1 | -5&-4 | 0&0 | -5&-3
CSc1ccccc1C(=O)Nc1c2c(nn1C)CCC2 | . | 13 | -10
CN1CCN(C(CNS(=O)(=O)Cc2ccccc2)c2ccsc2)CC1 (stereo not given) | 0 | -7 | 1
COCCNC(=O)NC(=O)CSc1nnc(C(F)(F)F)n1C | . | -1 | -1
CCCc1nc2ccccc2n1C(C)C | . | -2 | -5

Carrying on.
SMILES | mcGAS lum | NPYLR7 agonist | hcGAS inh
Cn1c(=O)[nH]c(=O)c2c1nc(N1CCOCC1)n2CCSc1nc2ccccc2[nH]1 | . | 3 | -8
O=[N+]([O-])c1ccccc1N=Nc1c(O)n(Cc2ccccc2)c2ccccc12 | -5 | 0 | -7
Cc1ccc(CNC(=O)CN(C)C(=O)c2ccco2)cc1 | . | 1 | -14
Cc1ccccc1S(=O)(=O)NC(=O)C1(C)CCN1C(=O)CCc1ccc(Cl)cc1Cl (stereo not given) | . | -1 | 12
CN1C(=O)NC(c2ccccc2C(F)(F)F)C2=C1CN(CC(=O)NCCCN1CCCC1=O)C2=O (stereo not given) | -4 | 2 | -8
COc1ccc(-n2ccnc2CN2CCN3CCN(C)C(=O)C3C2)cc1 (stereo not given) | . | -1 | 1
CN(CC(=O)NCC1CC1)Cc1cc(-c2ccco2)on1 | . | -7 | -13
CC(O)CN(Cc1ccc(Cl)c(Cl)c1)CC(C)O (stereo not given) | . | -8 | -4
O=C(c1ccc(NC2CCSC2)nc1)N1CCC(Cn2cccn2)CC1 (stereo not given) | . | 12 | -8
Cn1cc(C(=O)N2CCN(CC(=O)N3CCc4ccccc43)CC2)c2nn(-c3ccccc3)c(=O)c-2c1 | -10 | -6 | -5
COc1ccc(OC)c(N2CC(C(=O)N3CCOCC3C)CC2=O)c1 (stereo not given) | . | 1 | -9
N#CCCN(Cc1ccco1)C(=S)Nc1ccc(Cl)cc1Cl | . | -10 | 3
Cc1ccc(C)c(Cn2c(-c3nnc(C)o3)cc3ccccc32)c1 | -1 | -3 | 1
Cc1nn(C)c(C)c1CCC(=O)N1CCN(CC(C)C)C(=O)C1C (stereo not given) | -13 | . | -3
COc1ccccc1C(C)NC(C)C(=O)Nc1ccccc1C#N (stereo not given) | -13 | 3 | -2
CC(C)(C)OC(=O)NCC(NC(=O)c1ccco1)C1CC1 (stereo not given) | 2 | 5 | 5
CCc1ccccc1-c1cncc(OC)c1 | . | 0 | 0
O=C(NCc1ccncc1)c1ccc(CSc2nc(-c3ccccc3)cc(N3CCN(c4ccccc4Cl)CC3)n2)cc1 | -2 | -3 | -2
CCCc1cc(C(=O)N2CCCC(c3n[nH]c(=O)n3CC)C2)ccn1 (stereo not given) | . | 0 | -10
CCCCN(Cc1cccn1Cc1cccc(C(F)(F)F)c1)C(=O)CN(CC)C(=O)c1ccccc1C | -4 | . | -2
Cc1cccc(NC(=O)CN(C)C(C)C(=O)Nc2ccc3c(c2)OCCO3)c1C (stereo not given) | . | 1 | -5
Cc1nc(C)c(CCC(=O)N2CCCN(C)c3nc4ccccc4nc32)c(=O)[nH]1 | . | 8 | -4
COc1ccc(-c2nc(N(CCC(=O)Nc3cccc(C(F)(F)F)c3)Cc3ccco3)c3ccccc3n2)cc1 | -2 | . | -4
CCN(CCNC(=O)NCC1CCCC1)C(=O)OC(C)(C)C | . | 9 | -5
CC1CCN(C(=O)CSc2c(C(C)C)cnc3c2c(=O)n(C)c(=O)n3C)CC1 | 3 | -1 | 14
CC(NC(=O)CCc1cccs1)c1ccc(-n2cncn2)cc1 (stereo not given) | -9 | 3 | -6
O=C(c1ccc(-c2ccccc2)cc1)C1CCCN(C(=O)c2cnn3cccnc23)C1 (stereo not given) | -9 | 2 | -7
CCCCc1noc(COc2ccc(C(=O)NC)cc2)n1 | -10 | 11 | -5
CCNC(=O)C1(C)CCCN1Cc1ccc(C)cc1 (stereo not given) | . | 3 | -16
CC(C)C(=O)Nc1ccc(SCC(=O)NCC2CCCO2)nn1 (stereo not given) | . | -3 | 0
Cc1cc(C)n(CCn2ccnc2-c2nc[nH]c2C)n1 | . | -5 | -5
Cc1cc(C)c(N=Nc2c(C)[nH]n(-c3ccccc3)c2=O)c(C)c1 | 1 | -3 | 5
O=C(c1ccco1)N1c2ncccc2Oc2nc3ccccc3nc21 | . | 4 | 2
COCCN(Cc1c(C)nn(-c2cccc(F)c2)c1N1CCN(C)CC1)C(=O)c1ccc(Cl)cc1Cl | -4 | 5 | -4
Cc1ccc2c(c1)SC(C(=O)NCC(c1ccco1)N(C)C)C2 (stereo not given) | -6 | 7 | -6
C=CC(C)(O)CN(CCN1CCOCC1)Cc1ccsc1 (stereo not given) | -4 | -1 | -3
COc1ccc(C(=O)Nc2c3ccccc3nc(=O)n2CCN(C)C)cc1 | . | 11 | -7
c1ccc(-c2nnc(SCC3CCOCO3)n2-c2ccccc2)cc1 (stereo not given) | . | 2 | -6
CCCCN(CC(=O)N1CCc2sccc2C1c1ccc(OC)cc1)C(=O)C(C)(C)CCl (stereo not given) | -3 | 11 | -3
Cc1c(CC(=O)N2CCOCC2)c2c(n1CCc1ccccc1)CCCC2=O | . | 1 | -7
Cc1ccc(C)c2[nH]c(=O)c(CCNC(=O)C(C)(C)C)cc12 | -6 | -1 | -13
COC(=O)CC1(NC(=O)CCC2CCCC2)CCOCC1 | . | 9 | -10
O=C(CN1CCCC1)N1CCN(S(=O)(=O)c2cccc(F)c2)CC1 | -8 | 0 | -8
CCN(C)CC(C)CNC(=O)C1CCC(O)CC1 (stereo not given) | -6 | . | -11
O=C(CNC(=O)COc1ccccc1)N=Nc1c(O)[nH]c2ccccc12 | -8 | -2 | -5
CCOCCCn1c(C)cn2c3c(=O)n(Cc4ccc(C)cc4)c(=O)n(C)c3nc12 | -2 | 19 | 0
CC(c1ccc(-c2ccc(CN3CCN(C)CC3)cn2)cc1)N1CCOCC1 (stereo not given) | . | -1 | 1
O=C(Cn1c(CO)cnc1SCc1ccccc1)NC1CC1 | . | 9 | -6
O=C(Cc1ccccc1)Nc1ccnn1C1CCN(Cc2cccn2-c2cccnc2)CC1 | 0 | 2 | -5&2
O=[N+]([O-])c1ccc(C=NNc2nc(-c3ccc([N+](=O)[O-])cc3)cs2)cc1 | -6 | -3 | -6
CCOc1ccc(S(=O)(=O)n2nc(C)c(S(=O)(=O)N3CCC(C)CC3)c2C)cc1 | . | 4 | -11
Cc1ccc(C=NNC(=O)c2cc(C(C)(C)C)[nH]n2)cc1 | -8 | 6 | -11
COc1ccc(-n2cc(CNCCN3CCCC(O)C3)c(-c3ccccc3Cl)n2)cc1 (stereo not given) | . | -7 | 2
O=C(N[C@@H]1CNC[C@H]1O)c1cc(COc2cccc(C(F)(F)F)c2)[nH]n1 | . | 4 | -3
CCn1c(SCC(=O)NCCOC)nc2c([nH]c3ccccc32)c1=O | -3 | -1 | 2
COc1ccc(Cl)cc1Cn1c(C)c(C(=O)NCC(C)C)sc1=O | . | -3 | -6
O=C(CCCSc1ccc(NC(=O)C2CC2)nn1)NCc1ccc2c(c1)OCO2 | -8 | 0 | -10
CC1(C(=O)NS(=O)(=O)c2ccc(F)cc2F)CCN1C(=O)C1CCCCC1 (stereo not given) | . | 1 | -5
Cc1ccc(NC(=O)CN2CCSC3CCCCC32)cc1S(=O)(=O)N(C)C (stereo not given) | . | 5 | -11
CCCOc1ccc(C2NC(=S)NC(C)=C2C(=O)OC)cc1 (stereo not given) | . | -12 | -2
CCCCS(=N)(=O)CCC(N)C(=O)O (stereo not given) | -3&2 | -6&1 | -3&5
CCC1CN(C(=O)CCCn2ccnc2)CCN1C(C)C (stereo not given) | -5 | . | -3
CC(C)S(=O)(=O)NC(=O)C1(C)CCN1C(=O)Cc1ccsc1 (stereo not given) | . | -2 | -9

Two neighbouring compounds already listed, for reference:
SMILES | mcGAS lum | NPYLR7 agonist | hcGAS inh
COc1ccc(OC)c(C(O)CN2CCN(C3CCCCC3)CC2)c1 (stereo not given) | . | -8 | 8
CN(Cc1ccco1)C(=O)CNC(=O)c1ccc2ccccc2c1 | 3 | -3 | -1

Hits appear at their usual frequency; overall some 0.26% were active at least once.
